NALP3 yeast inh = blocks the NALP3 inflammasome reconstituted in yeast; Yeast reconstituted NLRP3/ASC/caspase-1, beta-gal luminescence, 24 h; inhibition, % at 10 µM; 330,000 compounds, 0.39% hits; AID 2825;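 active = inhibition of 50% or more; inactive = inhibition below 50%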;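 note: plate controls were induced DMSO wells for no effect and uninduced yeast grown without galactose for full effect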
MIN6 prolif = MIN6 beta-cell proliferation induction. MIN6 cells proliferation, ATPlite luminescence, 48 h; cells starved in 0.2% serum; 100% = growth in 10% serum. proliferation, % at 10 µM. 330,000 compounds, 0.29% hits;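 active = compounds whose signal lies at least 3.5 SD above the mean of all wells on their plate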;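 note: 0% = DMSO-treated cells in low-serum medium and 100% = 10% serum control; some compounds called inactive have numbers as strong as hits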
mIAP act = mouse IAP activation. muIAP, CDP-Star luminescence, 30 min; hits give high values; 1 = vehicle-only enzyme signal, 0 = enzyme-free wells. activation factor at 10 µM. 330,000 compounds, 0.24% hits;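 active = activation factor of at least 2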; note: the source names both 10 and 20 µM as test concentration; values of inactives mirror those of a sister screen read the other way
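System: Mouse IAP enzyme | Also added: CDP-Star substrate | Dosing: Compounds dispensed in DMSO | Schedule: 30 min enzyme-substrate-compound incubation at room temperature | Technique: Chemiluminescence readout | Control set: DMSO-only wells and no-enzyme negative control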
A3G deaminase = APOBEC3G (human) deaminase inhibition; recombinant A3G, ssDNA deamination FAM/TAMRA fluorescence; inhibition, % at 20 µM; 330,000 compounds, 0.28% hits; AID 493012;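 active = inhibition of at least 40% at 20 µM, with no more than 30% in the related APOBEC3A deaminase screen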;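 note: plate controls were DMSO wells with A3G for no effect and wells lacking A3G enzyme for full effect; some compounds called inactive have numbers as strong as hits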
Target sequence (Q9HC16 whole entry, looked up): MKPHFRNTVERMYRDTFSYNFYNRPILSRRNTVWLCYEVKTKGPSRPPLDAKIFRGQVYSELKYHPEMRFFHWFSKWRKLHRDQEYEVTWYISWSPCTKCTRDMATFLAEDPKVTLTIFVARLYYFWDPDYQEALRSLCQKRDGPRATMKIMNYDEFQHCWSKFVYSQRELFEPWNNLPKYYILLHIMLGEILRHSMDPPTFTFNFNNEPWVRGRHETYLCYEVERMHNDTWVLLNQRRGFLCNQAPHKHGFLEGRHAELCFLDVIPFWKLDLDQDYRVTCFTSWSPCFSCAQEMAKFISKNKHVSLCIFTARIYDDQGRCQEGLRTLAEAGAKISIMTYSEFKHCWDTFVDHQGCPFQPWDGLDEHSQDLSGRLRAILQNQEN
APOBEC3A inh = human APOBEC3A DNA deaminase inhibition; recombinant A3A, FAM/TAMRA ssDNA deamination fluorescence; 330,000 compounds, 0.41% hits; inhibition, % at 20 µM; P31941; AID 493011;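 active = at least 40% inhibition at 20 µM here, with at most 30% in a related deaminase screen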;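 note: plate controls were A3A with DMSO for no effect and wells lacking A3A enzyme for full effect; some results filed as inactive read as strong as hits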
Target sequence (P31941 whole entry, looked up): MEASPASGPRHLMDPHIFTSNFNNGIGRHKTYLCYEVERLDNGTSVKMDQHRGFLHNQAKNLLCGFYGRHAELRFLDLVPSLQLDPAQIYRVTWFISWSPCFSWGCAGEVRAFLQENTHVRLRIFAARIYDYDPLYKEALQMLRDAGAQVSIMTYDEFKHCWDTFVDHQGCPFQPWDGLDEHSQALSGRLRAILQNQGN
tim10-1 inh = inhibits growth of tim10-1 mutant yeast. S. cerevisiae tim10-1 ts strain growth, BacTiter-Glo, 24 h. inhibition, % at 20 µM. AID 463190. 330,000 compounds, 2.2% hits;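 active = inhibition of at least 40%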;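 note: mutant grown at 25 °C; 0% = DMSO wells with yeast and 100% = wells holding no yeast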
TIM10 inh = TIM10 yeast growth inhibition. S. cerevisiae TIM10 strain growth, BacTiter-Glo luminescence, 24 h. inhibition, % at 10 µM. 330,000 compounds, 1.4% hits;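 active = inhibition of 40% or more at the single tested concentration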;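 note: wild-type TIM10 isogenic control strain grown at permissive 25 °C; 0% = DMSO yeast wells and 100% = minimal medium wells without yeast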
mIAP inh = blocks mouse intestinal alkaline phosphatase; purified mouse IAP, CDP-Star luminescence, 30 min; inhibition, % at 10 µM; 330,000 compounds, 0.2% hits; AID 2806;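 active = inhibition of at least 40% at 10 µM in the primary screen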;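 note: plate controls were DMSO with enzyme for no effect and no enzyme wells for full effect; values of inactives mirror those of a sister screen read the other way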
hIAP inh = blocks human intestinal alkaline phosphatase; 330,000 compounds, 0.12% hits; AID 2544; P09923; purified IAP, CDP-Star luminescence, 30 min; inhibition, % at 10 µM;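 active = inhibition reaching a set limit with compound at 10 µM in the primary screen, cut at about 35% in these data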;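 note: plate controls were DMSO wells with enzyme for no effect and no-enzyme buffer wells for full effect; values of inactives mirror those of a sister screen read the other way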
Target sequence (P09923 whole entry, looked up): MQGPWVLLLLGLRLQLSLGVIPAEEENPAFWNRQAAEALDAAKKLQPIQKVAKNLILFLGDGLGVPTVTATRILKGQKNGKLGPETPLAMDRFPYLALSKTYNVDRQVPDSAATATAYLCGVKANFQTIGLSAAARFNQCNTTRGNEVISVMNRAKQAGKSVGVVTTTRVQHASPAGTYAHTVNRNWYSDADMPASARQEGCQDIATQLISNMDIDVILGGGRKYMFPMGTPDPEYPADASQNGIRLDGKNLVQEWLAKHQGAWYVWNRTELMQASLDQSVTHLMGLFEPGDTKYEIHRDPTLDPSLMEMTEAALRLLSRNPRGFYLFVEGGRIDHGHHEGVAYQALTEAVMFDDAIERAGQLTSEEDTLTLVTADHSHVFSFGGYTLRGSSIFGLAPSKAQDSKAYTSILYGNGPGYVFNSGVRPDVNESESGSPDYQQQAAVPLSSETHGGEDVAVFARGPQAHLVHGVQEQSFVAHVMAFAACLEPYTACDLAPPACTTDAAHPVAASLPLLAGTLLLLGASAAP
Starred values were filed as active, the others as inactive.

SMILES	NALP3 yeast inh	MIN6 prolif	mIAP act	A3G deaminase	APOBEC3A inh	tim10-1 inh	TIM10 inh	mIAP inh	hIAP inh
CCOC(=O)C(CCSC)Nc1nc(Cl)nc(Nc2ccc(Cl)cc2)n1 (stereo not given)	2	-8	1	-5	-1	31	4	-4	-6
Cc1cc(C)c2nc(N3CCC(C(=O)NCc4cccnc4)CC3)sc2c1	0	2	1	-4	1	15	30	-3	-8
Cc1cc(N2CCCCC2)nc(SCC(=O)c2ccccc2)n1	16	-3	0.94	0	4	47*	15	6	14
Cc1ccc(S(=O)(=O)N(CC(=O)N/N=C/c2ccccc2C(=O)O)c2cc(Cl)cc(Cl)c2)cc1	-8	0	0.9	5	1	16	2	10	2
CN(C)S(=O)(=O)c1cccc(NC(=O)COC(=O)CCC(=O)c2cccs2)c1	-4	2	1	-13	7	26	5	-2	-5
Cc1ccc(Cl)cc1N1CCN(S(=O)(=O)c2c(C(=O)N3CCOCC3)c(C)n(C)c2C)CC1	-4	-3	0.92	-9	-3	6	10	8	-10
CCCN1CC(O)=C(C#N)C1=O	-5	-3	1.1	2	-5	13	-22	-9	-26
COc1cccc(CN(C)CC(=O)Nc2cccc3ccccc23)c1	12	-3	1.1	0	-6	14	27	-10	-8
C=CC[C@@H](Cc1ccc(F)cc1)C(=O)OC[C@H]1CCCN1C(=O)[C@@H](CC=C)CC(=O)N(CCO)Cc1ccccc1	5	-5	0.94	-6	-3	19	18	6	-7
Cc1c(-c2cccc(Cl)c2)nc2ccccc2c1C(=O)OCC(=O)Nc1ccc2c(c1)OCO2	-9	-5	1.1	-1	-1	6	8	-6	-4
O=C(CN1CCOCC1)NNC(=O)c1ccc([N+](=O)[O-])cc1	-5	1	0.96	-4	-4	-9	7	4	18
Cc1c(Cl)ccc2c(C(=O)O)cc(-c3ccccc3)nc12	-4	-3	0.95	-6	-1	13	-3	5	-2
Cc1ccc(C)c2sc(NC(=O)c3nc4ccccc4s3)nc12	4	3	1	-6	-6	0	-15	0	-2
O=[N+]([O-])c1cc(C(F)(F)F)ccc1N1CCN(S(=O)(=O)c2ccc3ccccc3c2)CC1	7	-3	0.92	-1	5	17	16	8	17
CCOC(=O)C1C(=O)CC(C)(O)C(C(=O)OCC)C1c1ccccc1OC (stereo not given)	-1	1	0.99	-4	-2	34	2	0	-3

An excerpt from above in order of length of the SMILES, falling.
SMILES	NALP3 yeast inh	MIN6 prolif	mIAP act	A3G deaminase	APOBEC3A inh	tim10-1 inh	TIM10 inh	mIAP inh	hIAP inh
CCOC(=O)C1C(=O)CC(C)(O)C(C(=O)OCC)C1c1ccccc1OC (stereo not given)	-1	1	0.99	-4	-2	34	2	0	-3
O=C(CN1CCOCC1)NNC(=O)c1ccc([N+](=O)[O-])cc1	-5	1	0.96	-4	-4	-9	7	4	18
Cc1cc(N2CCCCC2)nc(SCC(=O)c2ccccc2)n1	16	-3	0.94	0	4	47*	15	6	14
CCCN1CC(O)=C(C#N)C1=O	-5	-3	1.1	2	-5	13	-22	-9	-26

(listing goes on)
SMILES	NALP3 yeast inh	MIN6 prolif	mIAP act	A3G deaminase	APOBEC3A inh	tim10-1 inh	TIM10 inh	mIAP inh	hIAP inh
COC(=O)c1ccc(N2NC(=O)/C(=C/c3cc(OC)c(OC)c(OC)c3)C2=O)cc1	23	5	1	-6	-4	-73	-8	-2	1
O=S(=O)(Nc1ccc(Cl)cn1)c1ccc2c(c1)OCCO2	14	-1	0.94	6	0	38	13	6	12
COc1ccc2c(Cl)c(C(=O)NCC3CCCO3)sc2c1Cl (stereo not given)	4	0	1	-4	-2	15	15	-3	7
CCC(C)(C)NC(=O)CN(C(=O)CCC(=O)Nc1nccs1)c1cccc(C)c1C	3	2	1	-3	0	8	2	-2	-24
O=C1C(=O)N(CCN2CCOCC2)C(c2ccccn2)/C1=C(/O)c1ccc(Cl)cc1 (stereo not given)	16	-3	0.87	-2	-1	14	-1	13	-2
COc1ccc(NC2CCCN(C(=O)C3(C)CCCCC3)C2)cc1OC (stereo not given)	15	-1	0.93	-6	-6	23	4	7	-12
Cc1noc(C)c1NC(=O)N(C)C[C@H]1Oc2ccc(NC(=O)NC3CCCCC3)cc2C(=O)N([C@H](C)CO)C[C@@H]1C	15	-1	0.88	6	1	-3	4	12	-7
CCc1ccc(NC(=O)Nc2cc(C(=O)NCC3CCCO3)ccc2N2CC3CC(C2)c2cccc(=O)n2C3)cc1 (stereo not given)	8	2	1	-7	-8	11	-2	-4	-21
O=C(Nc1cc([N+](=O)[O-])ccc1C(=O)NCCN1CCOCC1)c1ccccc1	9	0	0.99	-8	-6	-6	-3	1	1
COC(=O)c1ccccc1NC(=O)COC(=O)[C@H](C)NC(N)=O	4	-3	0.92	-1	-2	17	2	8	-3
NC(=O)CN1C(=O)NC2(CCCc3sccc32)C1=O (stereo not given)	7	0	0.99	-4	0	-15	15	1	1
CCNS(=O)(=O)c1ccc(CCC(=O)Nc2ccc3c(c2)OCO3)cc1	20	-2	1	1	2	5	-2	-3	22
Cc1c(C(=O)N2CCN(c3ccccn3)CC2)oc2c1C(=O)CC(C)(C)C2	4	-3	0.93	-4	-4	34	10	7	13
Cc1cc(-c2n[nH]c(=S)n2/N=C/c2cccc([N+](=O)[O-])c2)n[nH]1	21	2	1	65*	-2	11	-13	-4	-34
CN(C)c1ccc(CC(=O)c2nc3ccccc3s2)cc1	18	-2	0.92	0	-3	23	17	8	-4
Cc1onc(-c2c(Cl)cccc2Cl)c1C(=O)N1CCN(c2ccc(F)cc2)CC1	16	4	0.99	-6	2	20	12	1	4
O=C(NCCN1CCOCC1)c1cc(-c2ccccc2)on1	20	-1	1.1	-2	-2	12	1	-7	-5
COc1ccc(/C=C/C(=O)Nc2ccccc2)cc1OC	-4	-4	1.1	-4	4	-33	15	-5	11
COc1ccc(-c2nnc(NC(=O)Cc3ccccc3)o2)cc1	14	2	1	-6	-3	24	-17	-1	-6
CCOC(=O)N1CCN(C(=O)c2ccccc2NC(=O)c2ccc(F)cc2)CC1	20	-4	0.97	-7	-2	20	21	3	-15
COc1cccc(N(CC(=O)Nc2ccccc2C(=O)N2CCCC2)S(C)(=O)=O)c1	13	-5	1	-12	-1	-3	6	-1	-3
CCN1CCN(C(=S)NC(C)c2ccccc2)CC1 (stereo not given)	18	0	1	0	-4	14	6	0	-9
CCSc1nc(N2CCOCC2)c2c(c1C#N)CCCC2	8	-4	1.2	-5	0	19	-31	-18	-6
COc1cc2c(=O)n(CCC(=O)NCC3CCCO3)c(=O)n(CC(=O)Nc3ccccc3C)c2cc1OC (stereo not given)	19	9	1	-8	1	0	8	-3	6
O=C(Nc1ccc(Oc2ccccc2)cc1)c1ccc(Cn2c(=O)[nH]c3ccsc3c2=O)cc1	-5	-2	0.83	-1	-2	0	-6	17	3
Clc1ccc2scc(CN3CCCCC3)c2c1	17	-1	0.95	-3	1	-8	-9	5	16
Cc1ccc(C)c(NC(=O)C2CC3c4ccccc4C2c2ccccc23)c1 (stereo not given)	3	-3	1.1	0	0	-5	-3	-10	-2
Cc1ccc(/C=C2\Sc3ccccc3C2=O)s1	3	-4	0.85	2	1	25	23	15	9
Cc1cc(C)c(C(=O)O)c(CC(C)(C)C(=O)O)c1	6	0	1.1	-7	-1	-17	-5	-7	-3
COCCn1c(SCC(=O)Nc2ccc(F)cc2)nc2c([nH]c3ccccc32)c1=O	9	-6	1.1	-6	-2	16	3	-7	8
CCOc1c(OC)ccc2c3c(c(=O)oc12)CCCC3	27	1	1	-1	1	33	13	-1	16
Cc1c(-c2cccc(Cl)c2)nc2ccccc2c1C(=O)NC1CC1	20	-1	1	-3	1	-7	-5	-3	-18
CC(=O)N/N=C(\C)CC(=O)Nc1cccc(C(F)(F)F)c1	12	-3	1.1	-9	-2	5	6	-6	9
CCc1ccc(-c2cc(C(=O)NCc3ccco3)c3ccccc3n2)s1	6	-5	0.76	4	15	45*	37	24	-6
CCc1ccc(C(=O)NNc2ccc(F)cc2)cc1	16	-3	1.1	8	1	-15	-43	-7	11
N#Cc1c(-c2cccc([N+](=O)[O-])c2)nc2n(c1=O)CCS2	32	-5	0.9	-9	-1	-79	-22	10	31
COc1cc(S(=O)(=O)N2CCN(C(=O)C3CC3)CC2)ccc1NC(C)=O	22	0	1	3	2	7	7	-3	0
CCS(=O)(=O)c1ncc(Cl)c(C(=O)Nc2ccc(C)cc2)n1	37	-4	0.97	-10	-4	-24	-6	3	14
O=C(COC(=O)/C=C/c1ccccc1[N+](=O)[O-])NC1CC1	-12	-4	0.97	-4	0	-1	8	3	-5
C/C=C(\C)CN1CCN(c2ccc(C)cc2)CC1	10	1	1.1	0	-4	5	-2	-7	-11
COc1cc(C2CC(=O)C3=C(C2)Nc2ncnn2C3c2cccs2)cc(OC)c1OC (stereo not given)	4	-4	1.1	11	-1	7	0	-5	-33
COc1ccc(C(=O)NCC2CCCO2)cc1S(=O)(=O)N1CCCc2ccccc21 (stereo not given)	-11	-3	1	-10	1	26	20	0	8
CC(=O)Nc1ccc(NC(=O)CC(NC(=O)c2ccccc2)c2ccccc2)cc1 (stereo not given)	2	1	1.1	-6	0	-21	6	-15	6
O=C(Cc1ccccc1)NCc1n[nH]c(=S)n1-c1ccccc1	17	-2	0.99	-1	-3	9	11	1	-9
CC(C(=O)Nc1ccc(F)cc1Cl)N(C)CCOc1ccccc1 (stereo not given)	29	1	0.98	-7	-1	6	-26	2	-17
CCOCCCn1c(=NC(=O)c2ccc(OC)c(OC)c2)c(C#N)cc2c(=O)n3cccc(C)c3nc21	14	-1	1	-6	-3	22	1	-1	2
COC(=O)c1cnn(-c2ccc(C)c(C)c2)c1-n1cccc1	14	2	0.91	-6	-1	20	16	9	11
CC(C)CCC(C(=O)O)C(C)CC(=O)NC1CCCCC1 (stereo not given)	11	5	1.1	-5	-6	19	-12	-10	-5
Cn1c(=O)[nH]c(=O)c2c1nc(SCc1ccccc1Cl)n2CC(N)=O	-3	1	1.1	-1	-1	-8	-5	-10	-1
NC(=O)c1cc2cc(Cc3ccccc3Cl)ccc2oc1=O	7	-2	1.1	-14	-6	15	4	-7	-6
Cc1cc(C)n(CCn2nc(C)cc2C)n1	8	-2	0.96	-5	3	-16	-2	4	18
Cc1ccc(OCC(=O)NNC(=O)c2ccccc2OCc2c(C)noc2C)cc1	-1	-6	0.96	6	1	18	1	4	-24
COc1cccc(N2C(=O)C3C(C2=O)C3(c2ccccc2)c2ccccc2)c1 (stereo not given)	4	-2	0.89	-7	-3	7	13	11	0
N#Cc1sc2nc(C3CC3)cc(-c3ccc(Cl)cc3)c2c1N	17	0	0.98	-8	1	43*	44*	2	15
O=C(NNC1CC(c2ccccc2)=NN1C(=O)c1ccccc1)c1ccccc1 (stereo not given)	-2	1	0.99	-4	1	24	11	1	-1
CCc1nn(CC(=O)NCCCN2CCOCC2)c(=O)c2cc3cc(F)ccc3n12	-16	0	0.97	-3	-2	26	4	3	18
O=c1cc2ncc(-c3[nH]ncc3[N+](=O)[O-])cn2[nH]1	8	-1	0.7	-2	1	-7	-11	30	-2
Cc1ccc(S(=O)(=O)N2CCCC2)cc1C(=O)Nc1ccc(-n2cnnn2)cc1	12	2	0.9	-10	-1	-6	8	10	3
CCN(CC)CCCN(C(=O)c1ccccc1F)c1nc(-c2ccc(OC)cc2)cs1	26	-4	1.1	-5	-2	16	4	-10	-6
CCN(Cc1ccccc1)C(=O)COC(=O)c1cnc(C)cn1	0	1	1.1	-16	1	-4	-11	-5	-5
COC(=O)c1ccc(CSc2nnc(Nc3ccc(OC)cc3)s2)o1	23	-2	1	0	0	25	5	-2	-3
